CRFBP-R2 agonist: agonists of CRF-BP/CRF-R2 complex, primary screen, cell-based, HEK293, calcium dye fluorescence, uHTS. 0.46% of 350,000 active. calcium dye fluorescence (FLIPR); percent of saturating CRF peptide response. AID 588473, 2011. activation, % at 13.2 µM. CRF-binding protein / CRF receptor 2 complex (human);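 active means activation of at least 50%, plus an integration ratio under a set limit after plate pattern correction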;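 further: plate controls were neutral control wells without compound for no effect and CRF at EC100 for full effect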
M5 antag: human M5 muscarinic receptor antagonists, primary screen, CHO cells, Fluo-8 calcium fluorescence | Muscarinic acetylcholine receptor M5 (Homo sapiens), P08912 | CHO-hM5 cells, ACh EC80 | inhibition, % at 3 µM | 0.59% of 360,000 active;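 active means inhibition above a per-plate cutoff, the mean of that plate's test compounds plus 3 SD, cut at about 27% in these data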;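 further: 0% = acetylcholine EC80 with DMSO and 100% = DMSO without agonist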
Target sequence (P08912 whole entry, looked up): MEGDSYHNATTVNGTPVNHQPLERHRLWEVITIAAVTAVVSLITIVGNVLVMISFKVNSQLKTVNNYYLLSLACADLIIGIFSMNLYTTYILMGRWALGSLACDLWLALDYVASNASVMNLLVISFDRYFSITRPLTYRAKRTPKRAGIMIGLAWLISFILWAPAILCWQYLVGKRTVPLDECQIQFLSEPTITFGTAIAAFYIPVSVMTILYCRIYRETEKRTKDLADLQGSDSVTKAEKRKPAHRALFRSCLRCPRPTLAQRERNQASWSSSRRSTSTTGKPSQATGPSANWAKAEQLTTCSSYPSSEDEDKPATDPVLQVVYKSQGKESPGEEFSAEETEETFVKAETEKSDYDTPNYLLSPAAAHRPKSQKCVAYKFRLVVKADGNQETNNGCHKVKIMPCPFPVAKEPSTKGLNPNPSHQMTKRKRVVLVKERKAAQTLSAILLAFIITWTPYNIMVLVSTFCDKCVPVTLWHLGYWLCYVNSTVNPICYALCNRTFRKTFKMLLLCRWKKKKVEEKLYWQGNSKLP
CHRM4 PAM: human M4 muscarinic receptor positive allosteric modulators, primary screen, CHO-K1 cells, Fluo-8 calcium fluorescence | CHO-K1 hM4/Gqi5, ACh EC20; 0% = ACh EC20, 100% = maximal ACh | activation, % at 3 µM | 0.4% of 360,000 active;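 active means activation above its plate's cutoff, the mean activation of sample wells plus 3 SD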; further: some results filed as inactive read as strong as hits
TAAR1 antag: human TAAR1 antagonists, primary screen, Fluo-8 calcium fluorescence, CHO RD-HGA16 cells; Trace amine-associated receptor 1 (Homo sapiens), Q96RJ0; antagonist; inhibition, % at 3 µM; 1.5% of 360,000 active; AID 624466, 2012;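 active means inhibition above a per-plate cutoff, the mean inhibition of test compounds on that plate plus 3 SD, cut at about 49% in these data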;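 further: 0% = DMSO plus EC80 beta-PEA response and 100% = DMSO alone without agonist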
Target sequence (Q96RJ0 whole entry, looked up): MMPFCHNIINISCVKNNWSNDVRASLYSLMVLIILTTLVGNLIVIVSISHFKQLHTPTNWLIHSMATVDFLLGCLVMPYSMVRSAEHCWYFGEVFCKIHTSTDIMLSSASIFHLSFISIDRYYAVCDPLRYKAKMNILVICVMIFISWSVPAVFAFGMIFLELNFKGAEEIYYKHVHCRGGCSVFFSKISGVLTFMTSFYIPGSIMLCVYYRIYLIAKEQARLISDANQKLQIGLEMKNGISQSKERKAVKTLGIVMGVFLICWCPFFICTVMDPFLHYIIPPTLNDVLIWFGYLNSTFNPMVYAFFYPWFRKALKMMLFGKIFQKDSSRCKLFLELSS
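Test system: CHO RD-HGA16 cells bearing hTAAR1 | Reagent: β-PEA, EC80 | Compound dosing: 3 µM, single point | Schedule: Dye loading 75 min at 37 °C, then 30 min room temperature | Signal: Calcium fluorescence with Fluo-8 | Evaluation: Percent inhibition of PEA-evoked calcium signal, max/basal emission ratio | Control set: DMSO-only wells and EC80 β-PEA-stimulated wells | Repeats: Singlicate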
M5 PAM: human M5 muscarinic receptor positive allosteric modulators, primary screen, CHO-K1 cells, Fluo-8 calcium fluorescence; CHO-K1 hM5, ACh EC20 PAM; 0% = ACh EC20, 100% = ACh EC100; activation, % at 3 µM; 0.3% of 360,000 active;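 active means activation above the run cutoff, the mean activation of all test compounds plus 3 SD, cut at about 18% in these data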
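System: CHO-K1 hM5 cells. Reagent: acetylcholine, EC20 level. Compound dosing: single dose, 3 µM nominal final test concentration. Timing: Post-acetylcholine fluorescence recording 140 s. Detection: Fluo-8 calcium fluorescence. Read-out: % activation, ACh-normalized. Benchmarks: ACh EC20 and EC100 wells. Repeats: singlicate, one well per test compound.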
TAAR1 ag: human TAAR1 agonists, primary screen, Fluo-8 calcium fluorescence, CHO RD-HGA16 cells. activation, % at 3 µM. 0.99% of 360,000 active. vehicle wells 0%, saturating PEA agonist 100%. Trace amine-associated receptor 1 (Homo sapiens), Q96RJ0. AID 624467, 2012;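 active means activation above the mean activation of all test compounds in the run plus 3 SD, cut at about 38% in these data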
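Assay system – CHO-derived RD-HGA16 cells with stable Gα16 and human TAAR1 · Compound dosing – one-point dosing at 3 µM (nominal) · Incubation – 17-24 h seeding, 75 min 37 °C dye, 30 min RT · Measured by – kinetic Fluo-8 calcium fluorescence · Control set – DMSO vehicle as 0%, PEA at EC100 as 100% · Repeats – single well for each compound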
CHO-K1 Ca PAM: nonselective calcium activators in parental CHO-K1 cells, primary screen, counter-screen for M1 PAM project, cell-based, Fluo-8 calcium fluorescence, full deck, 1536-well; ATP EC20; 0% at ATP EC20, 100% at ATP max; activation, % at 3 µM; 0.02% of 360,000 active; AID 602247, 2012;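 active means activation above the run cutoff, the mean activation of all test compounds plus 3 SD, cut at about 40% in these data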;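 further: peak over basal fluorescence ratio in a 140 s read after ATP addition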
CHRM5 agonist: human M5 muscarinic receptor agonists, primary screen, CHO-K1 cells, Fluo-8 calcium fluorescence | Muscarinic acetylcholine receptor M5 (Homo sapiens), P08912 | CHO-K1 hM5 cells; 0% DMSO wells, 100% maximal acetylcholine response | activation, % at 3 µM | 0.19% of 360,000 active | AID 624037, 2012;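 active means activation above the run's mean over test compounds plus 3 SD, cut at about 23% in these data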;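 further: signal is peak over basal fluorescence ratio across the kinetic read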
CRFBP-R2 block: antagonists of CRF-BP/CRF-R2 complex, primary screen, cell-based, HEK293, calcium dye fluorescence, uHTS; 0.59% of 350,000 active; inhibition, % at 11.8 µM; CRF-induced calcium fluorescence;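 active means inhibition of the ligand-induced calcium signal above about 50% at the single tested concentration, limit read from the data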
An asterisk follows results filed as active; x = no result given; & = joins results of further samples; ! = a repeat was not active. No enrichment for hits, and some 4.2% of all compounds hit somewhere here.

SMILES	CRFBP-R2 agonist	M5 antag	CHRM4 PAM	TAAR1 antag	M5 PAM	TAAR1 ag	CHO-K1 Ca PAM	CHRM5 agonist	CRFBP-R2 block
CN(Cc1cnc2nc(N)nc(N)c2n1)c1ccc(C(=O)NC(CCC(=O)O)C(=O)O)cc1C(F)(F)F (centres undefined)	2.2	1	11	-20	8	4	-4	7	0
COc1ccc(-n2nc3c(c2NC(=O)c2cc(Br)ccc2Cl)CS(=O)C3)cc1 (centres undefined)	0.5	5	-6	-5	-9	2	-8	-1	8
CC1(C(=O)Nc2cccc3c2CCCC3)CCN1C(=O)C1(c2ccc(Cl)cc2)CC1 (centres undefined)	x	-2	-11	7	-5	4	16	-1	x
CN(Cc1ccccc1)C(=O)CCn1c(=O)oc2ccccc21	-7.9	2	-1	-8	-1	1	8	-1	-6
Cc1cc(NS(=O)(=O)c2ccc(NC(=O)c3ccc([N+](=O)[O-])cc3)cc2)nc(C)n1	-2.8	3	-3	-18	1	2	20	0	17
COc1cc(N2CCCC2)ccc1[N+](=O)[O-]	-1.3	8	12	-19	-4	4	16	-1	18
O=C(CN1C(=O)NC2(CCCC2)C1=O)N1CCN(S(=O)(=O)c2ccccc2)CC1	2.2	7	10	1	6	2	31	-3	-15
CCOC(=O)Cn1c(=NC(=O)c2cccs2)sc2cc(C(=O)OC)ccc21	1.5	-9	1	7	7	0	23	-1	-13
Cn1c(SCc2ccc([N+](=O)[O-])cc2)nc2c(c1=O)SCC2	-0.4	15	-4	-10	-11	4	21	-6	32
COc1ccc(C(=O)CSc2nnc(CN3CCCC3)n2-c2ccc(F)cc2)c(OC)c1	3.1	9	-1	-1	-3	7	19	-2	-30
O=C(O)C(Cc1c[nH]c2ccccc12)NS(=O)(=O)c1cccc(Cl)c1Cl (centres undefined)	-0.4	2	4	7	-2	1	22	-4	5
O=C(CNC(=O)C12CC3CC(CC(C3)C1)C2)N/N=C\c1ccccn1	-2.7	-8	0	-10	4	2	8	3	-24
CCC(C)(C)n1nnnc1C(c1ccccc1)N1CCN(Cc2ccccc2)CC1 (centres undefined)	2.1	4	2	4	-5	3	10	-4	-8
COc1ccc(CCNC(=O)Cn2nnc(C(=O)Nc3cccc(C)c3C)c2N)cc1OC	-0.7	6	-2	-24	-4	2	3	-6	40
Cc1cccc(N/N=C(\C(N)=O)C2=NC(C)(C)Cc3ccccc32)c1	-2.1	3	1	9	-5	-2	24	-1	-44
Cc1cc(C)c(OCC(O)CNC(C)(C)C)c(C)c1 (centres undefined)	7.9	-8	-3	-7	2	4	12	-3	-11
Cc1cc(=O)n2[nH]cnc2n1	1.8	-10	12	6	5	5	11	1	-5
COc1ccc2[nH]c(C)c(CCNC(=S)Nc3cc(C)ccc3C)c2c1	0.8	5	-8	1	-6	1	0	2	-4
Cc1ccc(S(=O)(=O)CCC(=O)OCC(=O)Nc2cc(C)on2)cc1	0.2	-7	0	16	7	1	13	-1	-3
O=C(c1cc(-c2cccc(Cl)c2)on1)N1CCCC1	-0.1	0	7	-34	1	6	6	-3	-5
O=C(COC(=O)c1ccccc1[N+](=O)[O-])NNC(=O)c1cccs1	1.0	1	1	-21	2	2	3	-1	-1
O=C(Cn1cnc2c(nnn2-c2ccccc2)c1=O)NCc1ccc(F)cc1	-1.8	-1	10	-21	2	1	26	1	-12
CCN(CC)c1ccc(/C=C2\NC(=O)NC2=O)cc1	5.5	0	4	-4	-1	1	14	-1	-13
CC1(NC(=O)Cc2csc(-c3ccc(Cl)cc3)n2)CCS(=O)(=O)C1 (centres undefined)	0.3	6	14	-15	-4	-1	8	-1	-3
CN(C)S(=O)(=O)c1ccc(NC(=O)c2cc(F)c(F)cc2Cl)cc1	-8.3	6	16	-21	3	7	-5	-4	33

Brought forward from above: 5 compounds, then new ones.
SMILES	CRFBP-R2 agonist	M5 antag	CHRM4 PAM	TAAR1 antag	M5 PAM	TAAR1 ag	CHO-K1 Ca PAM	CHRM5 agonist	CRFBP-R2 block
O=C(COC(=O)c1ccccc1[N+](=O)[O-])NNC(=O)c1cccs1	1.0	1	1	-21	2	2	3	-1	-1
O=C(Cn1cnc2c(nnn2-c2ccccc2)c1=O)NCc1ccc(F)cc1	-1.8	-1	10	-21	2	1	26	1	-12
CCN(CC)c1ccc(/C=C2\NC(=O)NC2=O)cc1	5.5	0	4	-4	-1	1	14	-1	-13
CC1(NC(=O)Cc2csc(-c3ccc(Cl)cc3)n2)CCS(=O)(=O)C1 (centres undefined)	0.3	6	14	-15	-4	-1	8	-1	-3
CN(C)S(=O)(=O)c1ccc(NC(=O)c2cc(F)c(F)cc2Cl)cc1	-8.3	6	16	-21	3	7	-5	-4	33
CCCc1cc(=O)[nH]c(SCC(=O)Nc2ccc(C)cc2)n1	8.9	-2	-7	10	2	5	18	0	19
Cc1cccc(-c2ccc3[nH]c4c(c3c2)CCN2C[C@H]3[C@H](C)ON(C)[C@H]3C[C@@H]42)c1	2.3	-18	2	15	9	12	12	1	-1
O=C(NC1CCCCCCC1)c1ccccc1O	-1.5	-7	6	3	7	10	23	-4	-14
NC(=O)c1ccc(OCC(F)(F)F)nc1	-1.9	-6	-2	-15	6	0	9	6	6
C/C(=N\NC(=O)CNc1cccc(C)c1)c1ccc(Br)s1	-1.8	-3	-3	-13	-1	2	11	-1	-50
CCNC(=S)Nc1c(C)n(C)n(-c2ccccc2)c1=O	0.7	4	-1	-20	8	4	19	-1	-3
CN(C)/C=C/C(=O)C(F)(F)F	-0.6	8	6	22	9	-1	-9	1	2
O=C(COc1ccccc1)Nc1ccc(S(=O)(=O)Nc2ncccn2)cc1	-0.7	-3	6	15	-2	3	-6	-5	12
O=C1CC(=C(c2ccccc2)c2ccccc2)C(=O)N1CCCCN1CCN(c2cccc(Cl)c2)CC1	18	11	-20	-27	-18	0	11	-8	43
CCCCc1ccc(S(=O)(=O)NCCc2ccncc2)cc1	-0.9	7	-12	-9	-10	4	-5	1	8
COc1cccc(CNC(=O)CN(C)S(=O)(=O)c2cnc[nH]2)c1	8.7	-11	4	10	20*	8	15	0	10
Cc1[nH]n(-c2ccccc2)c(=O)c1/C=N/NC(=O)c1cccc(F)c1	0.4	8	-5	6	-4	4	2	1	0
C=CCNC(=O)c1cc2c(=O)n3ccccc3nc2s1	-1.2	6	1	-7	-7	-1	-10	-2	5
O=C(O)c1c2c(nc3ccc(Cl)cc13)CCC2	-2.1	-2	12	-19	4	1	17	-1	1
CN1CCN(C(=O)c2ccc(CS(=O)(=O)c3c(Cl)cccc3Cl)o2)CC1	0.6	3	-3	-21	-5	3	15	-2	8
NC(=O)NC(Cc1ccccc1)C(=O)NCC1(N2CCCCC2)CCCCC1 (centres undefined)	5.6	-2	19	6	4	1	12	-3	1
CN1CCN(C(=S)Nc2ccccc2Cl)CC1	0.9	-2	-5	-6	0	9	11	-2	1
C[C@@H]1CCCCO[C@H](CN(C)Cc2ccccc2)[C@@H](C)CN([C@H](C)CO)C(=O)c2cc(NS(=O)(=O)c3ccc(Cl)cc3)ccc2O1	0.3	-2	-11	-7	3	0	9	-2	-7
CCc1ccccc1NC(=S)N(CCCN1CCN(C)CC1)Cc1cccs1	1.1	8	6	-8	5	0	19	-5	7
CCS(=O)(=O)c1ccc2c(c1)N(S(=O)(=O)c1ccc(OC)cc1)CC(C(=O)O)O2 (centres undefined)	-0.2	-2	-3	-12	-1	2	11	-2	8
COc1ccc(OC)c(/C=N/Nc2nncn2/N=C/c2cc(OC)ccc2OC)c1	-0.5	6	11	15	0	2	-10	-2	0
Cc1ccc(N=C2C(=O)Nc3ccc(C)c(Br)c32)cc1	-0.7	6	-1	x	6	x	5	-2	-7
CN(C1CCCCC1)S(=O)(=O)c1ccc(NC(=O)Cn2nc(-c3ccc(F)cc3)ccc2=O)cc1	-1.4	-2	1	-23	2	-2	25	0	-22
C=CCn1c(SCC(=O)NCCc2ccccc2)nc2c([nH]c3ccccc32)c1=O	0.7	4	2	-10	-5	0	10	-3	8
O=C1CCC(C(=O)N2CCC(CO)(Cc3ccc(Cl)cc3)CC2)=NN1	-0.7	-6	-2	7	-1	8	21	-3	1

Next structures.
SMILES	CRFBP-R2 agonist	M5 antag	CHRM4 PAM	TAAR1 antag	M5 PAM	TAAR1 ag	CHO-K1 Ca PAM	CHRM5 agonist	CRFBP-R2 block
O=C(Nc1ccc(S(=O)(=O)Nc2ncccn2)cc1)c1ccc(N2CCCC2=O)cc1	0.6	-1	10	-40	3	2	9	-3	-3
COC(=O)c1ccccc1NC(=O)CSc1ccc(C)cc1	-0.4	-1	1	11	-4	11	1	-3	25
Cc1cc(C(=O)NCc2ccccc2)c(=O)[nH]c1C	-0.3	-1	7	5	0	9	18	2	-21
Cc1oncc1-c1csc(-c2ccccc2Cl)n1	-1.2	0	6	7	6	8	18	-9	-23
O=C(NCc1ccccn1)c1ccc(Cl)c(S(=O)(=O)Nc2ccccc2C(=O)NCc2ccccn2)c1	-2.5	-11	-3	-3	-1	1	17	4	14
O=C1CCCc2nc(N3CCN(Cc4ccccc4)CC3)ncc21	0.9	5	-11	3	-5	7	-7	0	11
Cc1ccc(CCNC(=O)C2CCC(CNc3c(N4CCC(C)CC4)c(=O)c3=O)CC2)cc1 (centres undefined)	-1.7	-1	-1	0	-5	-3	14	-3	26
Cc1nnc(SCC(=O)NCc2cccs2)n1-c1ccccc1	0.6	2	-3	3	-2	5	2	-2	17
Cc1noc(C)c1COc1ccccc1C(=O)N(C)CC(=O)Nc1ccc(Cl)c(Cl)c1	-0.7	7	7	-34	-7	-2	-4	-2	-12
O=C(COc1ccc(Cl)cc1Cl)NC(=S)N1CCCc2ccccc21	0.5	-5	-3	-16	1	51*	11	-2	21
Cc1cc(SCC(=O)NCCCN2CCCC2=O)nc2ccccc12	-1.3	12	5	-13	-3	21	3	-2	-4
CN(C)c1ccc(C(=O)C(O)c2ccc(C(C)(C)C)cc2)cc1 (centres undefined)	-0.8	3	3	8	-1	14	-5	2	-21
Cc1cc(NC(=O)CCC(=O)N(c2ccccc2)C(C(=O)NC2CCCC2)c2ccc(F)cc2)no1 (centres undefined)	1.1	7	-1	3	4	0	12	-4	-9
Cc1cc(SCC(=O)O)nc2ccccc12	0.0&-2.5	-12&-7	14&0	-11&-7	18*!	3&3	25&-7	3&-4	9&6
